# Screening results deposited in PubChem by several laboratories.
# LYP inhibition – inhibitors of LYP phosphatase, biochemical, fluorescence intensity, uHTS (AID 1779) | recombinant LYP phosphatase, fluorescence intensity; higher % means a stronger effect | inhibition, % at 11.5 µM, or IC50 in µM where a hit was titrated | hit rate 0.054% among 290,000;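 also: plate controls were vehicle with enzyme for no effect and no enzyme for full effect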
# TNAP activators – stimulation of alkaline phosphatase TNAP activity – biochemical, luminescent, no phosphate acceptor, uHTS, primary screen (AID 1001); purified TNAP, luminescent activation assay, no phosphate acceptor; higher activation fold means a stronger effect; activation fold at 20 µM, or EC50 in µM where a hit was titrated; hit rate 0.03% among 200,000; in the data active = activation fold from about 3, or a potency from the dose series; inactive = the rest, 99 in 100 with activation fold below about 1.6; also: many of its hits are not listed in these tables
# WT yeast gro inh – growth inhibition of WT yeast, mitochondrial fusion screen; mitochondrial fusion phenotypic screen, WT strain; inhibition, % at 10 µM; hit rate 2.1% among 190,000; AID 1362; in the data active = inhibition above about 58%; tested in S. cerevisiae
# XIAP displacement – XIAP antagonists, biochemical, IAP family, fluorescence polarization (AID 1018); hit rate 0.007% among 200,000; one-dose displacement, % at 20 µM; IC50 in µM for titrated hits; XIAP BIR domain, fluorescence polarization peptide displacement; higher % means a stronger effect; in the data active = displacement above about 50%; also: a part of the inactive calls stands beside numbers as strong as those of hits
# P. falciparum M1AAP – P. falciparum M1AAP inhibitors, biochemical, fluorogenic H-Leu-NHMec substrate, 1536-well (AID 1445); recombinant M1AAP, H-Leu-NHMec fluorogenic kinetic assay; higher % means a stronger effect; inhibition, % at 30 µM; hits with a dose series show IC50 in µM; hit rate 0.42% among 220,000;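 active = primary inhibition above the hit cutoff, then over 50% inhibition at one or more dose response concentrations, cut at about 23% in these data, passing the limit was not always enough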;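 also: plate controls were DMSO full reaction for no effect and no enzyme background for full effect; strong numbers were not always called active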
# P. falciparum M17LAP – P. falciparum M17LAP inhibitors, primary screen, biochemical, fluorogenic H-Leu-NHMec substrate, 1536-well (AID 1619); one-dose inhibition, % at 30 µM; IC50 in µM for titrated hits; hit rate 0.38% among 220,000; recombinant M17LAP, H-Leu-NHMec fluorogenic kinetic assay; higher % means a stronger effect;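 active = compound inhibiting the enzyme by more than half at any dose during confirmatory dose-response retesting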;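 also: plate controls were full reaction with DMSO carrier for no effect and no enzyme background for full effect; strong numbers were not always called active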
# Yfh1-depleted yeast – enhancers of respiration in Yfh1-depleted yeast, dose response, Friedreich's ataxia, plus single-dose screen (AID 1465) | S. cerevisiae Yfh1-off respiration, WST-1 reduction, 72 h; higher fold induction means a stronger effect | fold induction at 50 µM; hits with a dose series show EC50 in µM | hit rate 0.074% among 220,000;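 active = fold induction of absorbance versus untreated yeast above a set limit, then at least 30% activation at any dose in follow-up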;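 also: activators that raise dye reduction in frataxin-depleted yeast; strong numbers were not always called active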
# PMI inhibition – human PMI inhibitors, high substrate, primary screen, biochemical, fluorescence intensity, high mannose 6-phosphate (AID 1220) | one-dose inhibition, % at 20 µM; IC50 in µM for titrated hits | recombinant PMI enzyme, coupled fluorescence intensity; higher % means a stronger effect | hit rate 0.66% among 190,000
# PMI inhibitors – MPI enzyme activity inhibition – biochemical, fluorescence intensity, coupled assay, primary screen (AID 1209); purified PMI enzyme, coupled fluorescence intensity; higher % means a stronger effect; one-dose inhibition, % at 20 µM; IC50 in µM for titrated hits; hit rate 0.42% among 190,000;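 also: plate controls were DMSO vehicle for no effect and wells lacking substrate for full effect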
# WT yeast gro inh mutant strain – second read-out of WT yeast gro inh, no call of its own (marks repeat the call); inhibition, %; mitochondrial fusion phenotypic screen, mutant strain inhibition
# * marks the source's active call; other numbers are inactive results; i = inactive; . = not tested or not shown. Rule as the data show it, unless noted: active = inhibition above about 50%; inactive = the rest.
No.	structure	LYP inhibition	TNAP activators	WT yeast gro inh	WT yeast gro inh mutant strain	XIAP displacement
1	CC(C)NC(=O)c1cnc(Sc2ncc(C(F)(F)F)cc2Cl)n1C	-10%	1.2	-4	-3	-1.1%
2	Cc1cccc2cc(/C=N/NC(=O)[C@H]3C[C@@H]3c3ccccc3)c(Cl)nc12	-4%	.	.	.	.
3	O=C1/C(=C/c2ccccc2)Nc2ccccc21	1%	0.9	0	-23	-3.7%
4	C/C(=N\NC(=O)c1cccc(F)c1)c1ccc(Br)s1	-4%	1.1	11	-7	0.4%
5	COc1cc(OC)c2ccc(=O)oc2c1C(CCN1CCCC(C)C1)c1ccc(N(C)C)cc1 (stereo not given)	-9%	.	.	.	.
6	COc1ccccc1CNC(=O)N[C@@H](Cc1ccccc1)C(=O)O	-4%	1.1	-12	-20	-8.4%
7	Cc1nn(C(=O)c2ccco2)c(C)c1Sc1ccc(Br)cc1	-2%	1.1	1	-9	-25%
8	COC(=O)CC1C(=O)NCCN1C(=O)Nc1cccc(Cl)c1 (stereo not given)	-4%	1.1	-3	4	-0.9%
9	O=C(c1noc2c1CCCC2)N1CCN(c2ccccc2)CC1	0%	1.1	1	-7	-0.2%
10	COc1ccccc1NCC(=O)N/N=C/C=C/c1ccccc1	-2%	1.1	3	7	-2.9%
11	O=C(Nc1cccc([N+](=O)[O-])c1)c1ccc2c(c1)OCO2	-2%	1.1	-1	1	-3.1%
12	Cc1ccc(S(=O)(=O)N2CCN(C(=O)CCC(=O)NCCc3ccc(S(N)(=O)=O)cc3)CC2)c(C)c1	-5%	1.1	-2	5	-12%

No.	P. falciparum M1AAP	P. falciparum M17LAP	Yfh1-depleted yeast	PMI inhibition	PMI inhibitors
1	4%	7%	i	-7%	-8%
2	1%	10%	i	.	.
3	15%	12%	.	-84%	-50%
4	-4%	-6%	i	-1%	-2%
5	2%	7%	i	.	.
6	3%	14%	i	-2%	9%
7	3%	9%	.	7%	20%
8	-3%	-1%	i	6%	8%
9	3%	-16%	i	4%	5%
10	7%	8%	i	32%	25%
11	5%	-1%	i	11%	5%
12	0%	11%	i	4%	-4%

# (next part)
No.	structure	LYP inhibition	TNAP activators	WT yeast gro inh	WT yeast gro inh mutant strain	XIAP displacement
13	Cc1cccc(N2CCN(C(=O)c3ccc4ncsc4c3)CC2)c1C	-1%	1.1	15	4	2.0%
14	CSCCC(CO)NC(=O)OCc1ccccc1 (stereo not given)	-8%	1	-4	-8	-5.9%
15	COc1ccc(OC)c(NS(=O)(=O)c2ccc(Cl)s2)c1	-2%	1.1	-54	3	0.0%
16	OC[C@H]1O[C@@H](n2cnc3c(Nc4ccccc4)ncnc32)[C@H](O)[C@@H]1O	-5%	1.1	4	-8	0.8%
17	O=C(NCC1CCCO1)c1ccc2c(=O)n(CC3CCCO3)c(SCC(=O)N3CCCC3)nc2c1 (stereo not given)	-6%	1	-6	5	-6.5%
18	COc1cccc(CN2CCNC(=O)C2CC(=O)N(C)Cc2cnccn2)c1OC (stereo not given)	-7%	1.2	-10	-18	-4.0%
19	O=S1(=O)CC=C(CSc2nc3ccccc3[nH]2)C1	-2%	1.2	-2	-11	-3.1%
20	COC(=O)c1ccc(N2CN=C(c3ccc(C)cc3)NC2=S)cc1	2%	1	12	-6	-17%
21	CCOC(=O)C1CCN(Cc2cnc(Oc3ccc(OC)cc3)s2)CC1	-10%	1.1	50	1	-6.3%
22	COc1cc(/C=N/Nc2ccc(Cl)cc2)ccc1OC(=O)c1cccs1	3%	0.9	54	46	-5.2%
23	CC(=O)c1cccc(NC(=O)Oc2ccccc2)c1	-6%	1.1	13	3	-2.9%
24	CC(NC(=O)c1ccco1)C(c1cccs1)N1CCOCC1 (stereo not given)	-6%	1	6	1	-7.3%

No.	P. falciparum M1AAP	P. falciparum M17LAP	Yfh1-depleted yeast	PMI inhibition	PMI inhibitors
13	0%	5%	.	16%	14%
14	1%	4%	i	2%	2%
15	6%	1%	i	10%	-3%
16	1%	7%	i	0%	3%
17	4%	4%	i	-6%	-12%
18	4%	-5%	i	4%	5%
19	-4%	-14%	i	-4%	0%
20	3%	0%	i	-3%	0%
21	-12%	12%	i	-2%	0%
22	8%	4%	i	-130%	-27%
23	3%	4%	i	4%	5%
24	-3%	-1%	i	15%	3%

# Structural class: the entries above with a halogen
No.	structure	LYP inhibition	TNAP activators	WT yeast gro inh	WT yeast gro inh mutant strain	XIAP displacement
1	CC(C)NC(=O)c1cnc(Sc2ncc(C(F)(F)F)cc2Cl)n1C	-10%	1.2	-4	-3	-1.1%
2	Cc1cccc2cc(/C=N/NC(=O)[C@H]3C[C@@H]3c3ccccc3)c(Cl)nc12	-4%	.	.	.	.
4	C/C(=N\NC(=O)c1cccc(F)c1)c1ccc(Br)s1	-4%	1.1	11	-7	0.4%
7	Cc1nn(C(=O)c2ccco2)c(C)c1Sc1ccc(Br)cc1	-2%	1.1	1	-9	-25%
8	COC(=O)CC1C(=O)NCCN1C(=O)Nc1cccc(Cl)c1 (stereo not given)	-4%	1.1	-3	4	-0.9%
15	COc1ccc(OC)c(NS(=O)(=O)c2ccc(Cl)s2)c1	-2%	1.1	-54	3	0.0%
22	COc1cc(/C=N/Nc2ccc(Cl)cc2)ccc1OC(=O)c1cccs1	3%	0.9	54	46	-5.2%

No.	P. falciparum M1AAP	P. falciparum M17LAP	Yfh1-depleted yeast	PMI inhibition	PMI inhibitors
1	4%	7%	i	-7%	-8%
2	1%	10%	i	.	.
4	-4%	-6%	i	-1%	-2%
7	3%	9%	.	7%	20%
8	-3%	-1%	i	6%	8%
15	6%	1%	i	10%	-3%
22	8%	4%	i	-130%	-27%

# Next section:
No.	structure	LYP inhibition	TNAP activators	WT yeast gro inh	WT yeast gro inh mutant strain	XIAP displacement
25	COc1cc2c(cc1OC)CN(C(=O)COc1ccc(C#N)cc1)CC2	-3%	1.2	13	23	-2.8%
26	CCOC(=O)c1ccc(Oc2cc(C)nc(SC)n2)cc1	2%	1.1	13	13	-2.1%
27	CNC(=O)c1ccc(-c2ccc(Cl)c(Cl)c2)s1	5%	1.1	66	75	-2.3%
28	Cc1ccc(C(=O)NCC(=O)NC2CCCC2)cc1	-9%	1	-2	-3	-6.2%
29	O=C(O)c1cccc(CSc2nnc(-c3ccco3)o2)c1	2%	1.1	-2	1	-2.3%
30	O=C1CN(C(=O)COC(=O)/C=C/c2ccco2)c2ccccc2N1	2%	1.1	0	-6	-6.0%
31	C=CCn1c(COc2ccc(CC)cc2)nnc1SCC(=O)N(C)C1CCS(=O)(=O)C1 (stereo not given)	1%	1.1	3	-17	-2.5%
32	O=C(CSc1n[nH]c(=O)n1-c1cccnc1)N1CCOCC1	-9%	.	.	.	.
33	CCCCOc1ccc(NC(=O)C2OC3OC(C)(C)OC3C3OC(C)(C)OC23)cc1 (stereo not given)	-8%	1.2	3	17	-3.5%
34	COc1ccc(C2C(C(=O)N3CCOCC3)=C(C)NC3=C2C(=O)CC(C)(C)C3)cc1O (stereo not given)	-10%	1.1	-7	-70	-4.0%
35	O=C(c1ccccc1-c1ccccc1)N1CCOCC1	-6%	1.1	1	-5	-3.3%
36	COc1cccc(C=NCCNC(=O)c2nonc2N)c1O	-9%	1	8	11	-18%

No.	P. falciparum M1AAP	P. falciparum M17LAP	Yfh1-depleted yeast	PMI inhibition	PMI inhibitors
25	8%	10%	.	5%	10%
26	3%	-11%	i	16%	19%
27	0%	-2%	i	-7%	-6%
28	8%	-1%	i	-4%	-5%
29	4%	6%	i	-6%	-1%
30	4%	-2%	i	2%	-3%
31	4%	-7%	i	7%	6%
32	-7%	-4%	i	.	.
33	3%	-13%	i	-13%	-2%
34	1%	-1%	i	6%	8%
35	7%	-6%	i	3%	7%
36	0%	11%	i	33%	23%

# More entries.
No.	structure	LYP inhibition	TNAP activators	WT yeast gro inh	WT yeast gro inh mutant strain	XIAP displacement
37	COc1ccc(/C=C/C(=O)O/N=C(\N)c2ccccc2)cc1OC	-3%	1.1	-3	11	-5.6%
38	O=C(CN1C(=O)C2C3c4ccccc4C(c4ccccc43)C2C1=O)Nc1ccccc1C(=O)O (stereo not given)	7%	1	-13	-20	-6.2%
39	Cc1cccc(NC(=O)C2CCCN2S(=O)(=O)c2cccc3cccnc23)c1 (stereo not given)	-10%	1.1	14	1	-5.3%
40	O=C(NCCCn1ccnc1)c1cc(-c2cccs2)on1	-8%	0.9	-1	-3	1.0%
41	Cc1cc(/C=N/NC(=O)c2cccnc2)c(C)n1CC(C)C	0%	1.1	-3	-1	-3.5%
42	Cc1ccc(N2CCN(C(=S)Nc3ccccc3)CC2)cc1	-6%	1.1	-8	-20	-4.1%
43	O=c1[nH]nc(CNc2ccc(OC(F)(F)F)cc2)c2ccccc12	0%	1.1	13	16	-3.9%
44	CC(c1ccccc1)C1C(C#N)=C(N)OC2=C1C(=O)CC(C)(C)C2 (stereo not given)	-14%	1.1	13	2	-5.4%
45	COc1ccc(-n2c(C)nc(N)c2C(=O)c2ccccc2)cc1	-2%	.	.	.	.
46	Oc1oc(-c2ccccc2)nc1C=Nc1ccccc1	-6%	1	-16	4	-12%
47	Fc1ccc2[nH]c3c(c2c1)CN(C(=S)NCc1ccccc1)CC3	-5%	.	.	.	.
48	O=C(/C=C/c1ccco1)c1ccccc1O	-4%	1	-3	10	-5.1%

No.	P. falciparum M1AAP	P. falciparum M17LAP	Yfh1-depleted yeast	PMI inhibition	PMI inhibitors
37	16%	6%	i	2%	6%
38	-3%	50%	i	-29%	-22%
39	9%	3%	i	-6%	-6%
40	-7%	1%	i	-5%	-2%
41	12%	0%	i	12%	7%
42	3%	-5%	i	-12%	-13%
43	7%	-4%	i	-1%	3%
44	-1%	25%	i	-6%	-4%
45	3%	16%	i	.	.
46	3%	17%	i	-2%	2%
47	3%	2%	i	.	.
48	13%	18%	i	6%	4%

# Additional records follow:
No.	structure	LYP inhibition	TNAP activators	WT yeast gro inh	WT yeast gro inh mutant strain	XIAP displacement
49	CCCSc1nnc(Cn2c(=O)sc3ccccc32)n1C	-2%	1.1	-2	5	2.1%
50	O=c1[nH]cnc2c1sc(=S)n2-c1ccccc1	3%	1.1	8	-1	-5.4%
51	CC(=O)c1cccc(NS(=O)(=O)c2cc(OCC(N)=O)c(C)cc2Cl)c1	4%	1.1	-5	-3	-6.3%
52	CCCn1c(N)[n+](CC(=O)c2ccco2)c2ccccc21	3%	1.1	3	0	1.8%
53	CCN(CC)S(=O)(=O)c1cccc(C(=O)N[C@H](C(=O)O)C(C)C)c1	-11%	1.2	-3	-14	-4.9%
54	COc1ccc(CN2CCOCCOCCN(Cc3ccc(OC)cc3)CCOCCOCC2)cc1	-3%	.	.	.	.
55	[O-][n+]1ccc(C2CC2)cc1	-5%	1.1	-4	-10	-6.8%

No.	P. falciparum M1AAP	P. falciparum M17LAP	Yfh1-depleted yeast	PMI inhibition	PMI inhibitors
49	13%	13%	i	-3%	-1%
50	2%	30%	i	8%	51%*
51	11%	-7%	i	12%	12%
52	5%	1%	i	-1%	1%
53	8%	4%	i	-7%	-10%
54	-4%	2%	i	.	.
55	-1%	-5%	i	8%	16%
